TbPYK inhibitor = blocks Trypanosoma brucei pyruvate kinase; TbPYK enzyme, Kinase-Glo Plus ATP luminescence, 45 min; Potency, µM (top dose mostly 76.8 µM), inactives show at the top dose activity, negative = inhibition, most hits filed as inhibitors; 410,000 compounds, 0.12% hits; AID 624173; active = well fitted inhibition curve with a large enough effect; inconclusive = small, poorly fitted or top-dose-only effect; also: nearly all actives have a fitted effect of over 50% in size
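T. brucei PYK with substrate was exposed to pin-transferred compounds across a concentration series, then started with 130 uM ADP (final). After 45 min at room temperature, Kinase-Glo Plus luminescence was read, normalized and curve-fitted.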
* = called active by the depositor; ? = inconclusive. % is scaled to controls: 0 for no effect and ±100 for the full control effect; potency is read from the fitted curve at half-maximal effect. This is a subset; the hit share may differ from the screen's.

SMILES | TbPYK inhibitor
Cc1ccc(NC(=O)CN2CCN(C(=O)C3CC3)CC2)c(F)c1 | -6.0%
O=C(COC(=O)c1ccccc1Cl)Nc1cccc(S(=O)(=O)N2CCCCC2)c1 | 0.6%
C[C@H](CO)N1C[C@H](C)[C@H](CN(C)C(=O)Oc2ccccc2)OCc2cnnn2CCCC1=O | 7.4%
CCCCn1nnnc1C(c1ccccc1)N1CCN(c2ccccc2)CC1 (stereo unspecified) | 1.1%
CCCCCC(=O)N1C[C@H](O)[C@@H](n2cc(COC(=O)c3ccccc3)nn2)C[C@@H]1c1ccc(Cl)cc1 | 5.1%
O=C(NCc1ccccc1)c1cc(C2COCCN2C(=O)c2cccs2)on1 (stereo unspecified) | 4.5%
CCCS(=O)(=O)NC(=O)C1(C)CCN(C(=O)c2c(F)cccc2F)C1 (stereo unspecified) | 0.2%
COC(=O)[C@]12CCCCC=C1N(Cc1ccccc1)C(=O)[C@H](CC(=O)N1CCSCC1)C2 | -3.4%
CN(Cc1ccccc1)C(=O)c1ncn2c1C(=O)N(C)CC2 | 0.4%
N#CCCn1c(=O)c(-c2ccccc2)nc2cnc(Oc3cccc(Cl)c3)nc21 | 0.6%
CN(Cc1ccco1)C(=O)CC[C@H]1O[C@@H](n2ccc(=O)[nH]c2=O)[C@H](O)[C@@H]1O | 4.7%
CCc1cc(-c2nnn(CCC3COCCO3)c2CC)cc(CC)c1-c1cn(Cc2ccc3ccccc3c2)nn1 (stereo unspecified) | 5.7%
CCCCCCn1cc(CN2CC(N3CCSCC3)CS2(=O)=O)nn1 (stereo unspecified) | 1.0%
CC(C)(C)NC(=O)C1c2ccccc2OCC(=O)N1Cc1cccnc1 (stereo unspecified) | 5.4%
CC(=O)c1ccc2c(c1)N(Cc1ccc3ccccc3c1)C(=O)C(C)S2 (stereo unspecified) | 4.3%
CCCNC(=O)c1cc(C2CCCN(C(=O)c3ccc4ccccc4c3)C2)on1 (stereo unspecified) | -3.1%
CCCCN(C(=O)c1cc(S(=O)(=O)N2CCOCC2)ccc1N1CCOCC1)c1ccccc1 | -0.6%
COc1ccc(NC(=O)c2cc(C3CCCCN3C(=O)c3ccc(Cl)cc3)on2)c(C)c1 (stereo unspecified) | 5.1%
COc1cccc(/C=C/c2nc(S(=O)(=O)c3ccccc3)c(N3CCC(C(N)=O)CC3)o2)c1 | -6.4%
Cc1nc2ccccn2c(=O)c1NC(=O)c1ccc(Br)o1 | 0.6%
O=C(CN1CCN(S(=O)(=O)c2ccc(Br)s2)CC1)NCC1CCCCC1 | -3.4%
COCCNC(=O)C1(C)CCCN(C(=O)c2cccc(OC(F)(F)F)c2)C1 (stereo unspecified) | -0.5%
CNC(=O)c1c(NC(=O)c2ccc(N3C(=O)CCC3=O)cc2)sc2c1CCC(C)C2 (stereo unspecified) | -9.0%
CCCCn1c(N)c(N(C)C(=O)CCCn2c(=O)oc3ccccc32)c(=O)[nH]c1=O | -1.3%
CC(=O)Nc1ccc2sn(-c3ccccc3)c(=O)c2c1 | ?
OC(c1ccc(Cl)cc1)c1ncc(-c2ccccc2F)[nH]1 (stereo unspecified) | 1.7%
COc1ccc(C(=O)CC(Sc2ccccc2N)c2ccc(OC)cc2)cc1 (stereo unspecified) | -13.4%
CN(CC(=O)Nc1ccc(F)cc1)C(=O)COC(=O)c1nc(Cl)ccc1Cl | -4.4%
CCCC1NC(=O)c2cccnc2-n2c1nc1cc(C)cc(C)c1c2=O (stereo unspecified) | -5.7%
O=C(Oc1ccccc1)N1CCC2(CC1)CCN(c1ccncc1)CC2 | -1.6%
COc1cc(N)ccc1Nc1c2ccccc2nc2ccccc12 | -9.9%
COc1ccccc1OCCCN1CCC(C(O)(c2ccccc2)c2ccccc2)CC1 | -1.6%
Cc1cccc(C)c1NC(=O)C1c2ccccc2OCC(=O)N1Cc1ccco1 (stereo unspecified) | -2.0%
CC1CCC(NC(=O)c2[nH]c(C(F)(F)F)nc2-c2ccccc2)CC1 (stereo unspecified) | -1.7%
CCOC(=O)C1(C)CCN1C(=O)c1cccc(OC(F)(F)F)c1 (stereo unspecified) | 4.7%
COc1ccc(CN2C[C@@H](CO)O[C@@H](n3cnc4c(NCc5ccc(F)cc5)ncnc43)C2)cc1 | 5.1%
CCc1nc2c(OCCC3CCCCC3)cccn2c1N(C)C(=O)c1ccc(C)cc1 | 2.9%
COC(=O)C=CSC(=S)C1CCCC1=N (stereo unspecified) | -2.6%
CCOC(=O)C1=C[C@@H](C(C)(C)C)N(S(=O)(=O)c2ccc(C)cc2)[C@H]1c1ccc(OC)cc1 | -8.5%
Cc1noc(C)c1S(=O)(=O)N(C)C[C@H]1OCCCC[C@@H](C)Oc2ccc(NC(=O)CCCN(C)C)cc2C(=O)N([C@H](C)CO)C[C@@H]1C | -8.9%
Cc1ccc([C@H]2C[C@@H](n3cc(C4CC4)nn3)[C@H](O)CN2C(=O)c2cccs2)cc1 | -1.5%
O=C(c1cccnc1)N(Cc1ccccc1)C(c1ccccc1)c1nc2ccccc2[nH]1 (stereo unspecified) | 0.6%
O=C(c1ccncc1)N1CCC[C@@]2(CCN(C(c3ccccc3)c3ccccc3)C2)C1 | -1.8%
COC(=O)[C@@]1(Sc2ccc(C)cc2)CC(=O)N(c2ccc3c(ccn3C)c2)[C@@H]1c1ccccc1 | -0.5%
COc1ccc(Cl)cc1N(CC(=O)NCc1ccccn1)S(=O)(=O)c1ccc(C)cc1 | 6.5%
CC(C)C(C=Cc1ccccc1)=NNS(=O)(=O)c1ccccc1 | -3.8%
O=C(COC(=O)CCS(=O)(=O)c1ccccc1)NNC(=O)c1ccc([N+](=O)[O-])cc1 | -0.7%
O=C(O)c1cccc(S(=O)(=O)Nc2ccccc2Oc2ccccc2)c1 | -9.5%
CC(C)(C)c1ccc(CC(=O)N2CCC2(C)C(=O)NS(=O)(=O)c2cccc(C#N)c2)cc1 (stereo unspecified) | -10.8%
Cc1ccc(OCC(=O)Nc2cc(Cl)ccc2-n2cncn2)c(C)c1 | 5.1%
O=C(Nc1ccc(Cl)c(C(F)(F)F)c1)C1Cc2c(-c3ccc4c(c3)OCO4)ccnc2O1 (stereo unspecified) | -0.7%
Cc1cccc(CN2CCN(C3CN(C4CCCCC4)S(=O)(=O)C3)CC2)c1 (stereo unspecified) | 0.2%
C=CCNc1oc(-c2cccc(F)c2)nc1C#N | 5.6%
FC(F)(F)c1cccc(-c2cc3nc(NC4CCCCC4)ccn3n2)c1 | -1.9%
COc1ccccc1-c1ccc2c(c1)C(C)(Cc1ccccc1C#N)C(=O)N2 (stereo unspecified) | 3.7%
COc1cccc(CN(CCC(=O)O)Cc2cccc(OC)c2)c1 | -2.3%
FC(F)(F)c1cccc(-c2cc3nc(NCCCn4ccnc4)ccn3n2)c1 | 6.1%
O=C(NC(c1ccccc1)c1cnccn1)C1CCN(CCOc2ccc(Cl)cc2Cl)CC1 (stereo unspecified) | 5.3%
CCN(CC)c1ncnc2c1ncn2[C@H]1CN(Cc2ccco2)C[C@@H](CO)O1 | -4.0%
Cc1ccc(C(O)c2ncc(-c3cccc(F)c3)[nH]2)cc1 (stereo unspecified) | -7.2%

New compounds follow
SMILES | TbPYK inhibitor
Cc1ccccc1OS(=O)(=O)c1cccc([N+](=O)[O-])c1 | 2.8%
CC(C)c1ccc(NC(=O)Nc2nc(C(N)CCc3ccccc3)cs2)cc1 (stereo unspecified) | -6.8%
CSc1ccccc1NC(=O)C1(C)CCN1C(=O)Cc1ccc(Cl)cc1Cl (stereo unspecified) | -2.9%
Cc1cccc(-c2cnc(C(O)Cc3ccccc3)[nH]2)c1 (stereo unspecified) | -6.2%
CCOC(=O)[C@]12CCC=C1N(Cc1ccccc1)C(=O)[C@H](CC(=O)NCc1cccs1)C2 | -0.3%
CCO/C(C)=N/Oc1cccc(N(C)C)c1 | -11.6%
COc1cccc(Cn2cnc(-c3ccccc3OC)c2-c2cccnc2)c1 | -1.8%
N#Cc1ccccc1OCCCN1CCC(C(O)(c2ccccc2)c2ccccc2)CC1 | -3.2%
COc1ccc(F)cc1-c1cc(C(=O)NCc2ccc(F)cc2)[nH]n1 | -0.1%
CC1(C(=O)Nc2cccc3cccnc23)CCN1Cc1csc2ccccc12 (stereo unspecified) | -2.6%
CC(C)[C@H](COC=O)NC(=O)[C@H]1O[C@@H](n2ccc(N)nc2=O)[C@H](O)[C@@H]1O | 3.1%
CS(=O)(=O)NC(=O)CCC/C=C\C[C@H]1C(=O)C[C@@H](O)[C@@H]1/C=C/[C@@H](O)COc1ccccc1 | -5.5%
CCCc1nc2ccc(Cl)cn2c1Cc1ccccc1 | -8.8%
O=C(COC(=O)c1ccc([N+](=O)[O-])o1)Nc1ccc2c(c1)OC(F)(F)O2 | 0.5%
CCC(c1nnnn1-c1ccc2c(c1)OCCO2)N1CCN(C(C)=O)CC1 (stereo unspecified) | 4.5%
O=C(CSc1nc(-c2ccccc2)c(-c2ccccc2)o1)N1CCCCC1 | 4.6%
CC(=O)Nc1cc(-c2ccccc2)cn2c(-c3ccc(F)c(Cl)c3)cnc12 | -10.8%
O=C(O)c1ccc(-c2noc(-c3ccccc3Cl)n2)cc1 | -12.8%
COc1cccc(C(C)(O)c2nc(-c3cccs3)cs2)c1 (stereo unspecified) | 1.5%
Cc1ccc(F)cc1-c1cc(C(=O)NCc2cc(C(F)(F)F)cc(C(F)(F)F)c2)[nH]n1 | -2.6%
COc1ccc(C2=Nc3ccccc3NC(=O)C2N(Cc2ccccc2)C(=O)C2=NNC(=O)CC2)cc1 (stereo unspecified) | -5.3%
COC(=O)N1CCC[C@@]2(CCN(c3ncccn3)C2)C1 | -10.0%
CC1(C(=O)NS(=O)(=O)c2cccc(C#N)c2)CCN1C(=O)CC1CC1 (stereo unspecified) | 7.0%
CC(=O)c1c(O)c(C)c(O)c2c1OC1=Cc3c(c(C)nn3C)C(=O)C12C (stereo unspecified) | -0.3%
Cc1ccccc1C(=O)N1CCC[C@H]1C(=O)N1CCC[C@H]1C(=O)NCc1ccccn1 | -8.5%
CC(C)N1CCC(C)(C(=O)Nc2cccc3c2CCCC3)C1 (stereo unspecified) | -9.5%
COc1cccc(CCN2C(=O)CCC3=C2CCC3=O)c1 | 3.5%
COc1ccccc1CCC(=O)Nc1ccc2c(c1)c(=O)n(C)n2Cc1cccc(C(F)(F)F)c1 | 3.8%
O=CNc1cc(-c2ccc(C(=O)NC3CC3)cc2)cn2c(-c3ccc(F)c(Cl)c3)cnc12 | -7.0%
COc1ccc(NC(=O)C2(C)Cc3c(-c4ccc5c(c4)OCO5)ccnc3O2)cn1 (stereo unspecified) | 1.3%
CSCCC(NC(=O)COc1ccccc1)C(=O)N(C)Cc1c(F)cccc1Cl (stereo unspecified) | -4.6%
CC(C)NC(=O)C1(C)Cc2c(-c3cccc(C(N)=O)c3)ccnc2O1 (stereo unspecified) | 2.8%
C=Cc1ccc(Cn2c(C)c(C(=O)NCc3ccccc3C(F)(F)F)sc2=O)cc1 | -1.0%
C[C@@H]1CCN(C(=O)CC#N)C[C@@H]1N(C)c1ncnc2[nH]ccc12 | 0.3%
O=C(CCC1CCN(C(=O)C2CC=CCC2)CC1)Nc1ccccc1 (stereo unspecified) | -6.6%
CC1(C(=O)NS(=O)(=O)c2ccc(C#N)cc2)CCN1C(=O)Cc1ccccc1Cl (stereo unspecified) | 3.4%
COC(=O)c1cnc(NC(=O)C2(C)CCN2C(=O)C(C)C)s1 (stereo unspecified) | -0.6%
CCc1nc2c(OCc3ccccc3)cccn2c1N(C)C(=O)c1ccco1 | -2.4%
COCCCNC(=O)[C@@H](Cc1ccccc1)NC(=O)CC[C@H]1O[C@@H](n2ccc(=O)[nH]c2=O)[C@H](O)[C@@H]1O | -5.4%
C=CCn1nc(C(=O)N2CCOCC2)cc1-c1sc(NC(=O)c2ccccc2)nc1C | -1.7%
O=C(Nc1cccc(F)c1)N1CC[C@@]2(CCCNC2)C1 | -7.3%
O=c1[nH][nH]c2c1[C@H](c1ccc(Cl)cc1)O[C@H](C1CCCC1)C2 | -1.3%
CC(C)CC1C(=O)N(Cc2cn(CCC3OCCO3)nn2)CCS(=O)(=O)N1Cc1ccc(-c2cccc(CO)c2)cc1 (stereo unspecified) | -5.0%
O=S1(=O)CC(N2CCN(CC3CC3)CC2)CN1C1CCCC1 (stereo unspecified) | -0.4%
O=C1NC(=O)C(C2CCOC2=O)N1 (stereo unspecified) | 1.7%
CN(C)CCCOc1ccc(-c2cc3nc(NCc4cccnc4)n(C)c(=O)c3s2)cn1 | 1.1%

13 consecutive entries from above, for reference:
SMILES | TbPYK inhibitor
C[C@@H]1CCN(C(=O)CC#N)C[C@@H]1N(C)c1ncnc2[nH]ccc12 | 0.3%
O=C(CCC1CCN(C(=O)C2CC=CCC2)CC1)Nc1ccccc1 (stereo unspecified) | -6.6%
CC1(C(=O)NS(=O)(=O)c2ccc(C#N)cc2)CCN1C(=O)Cc1ccccc1Cl (stereo unspecified) | 3.4%
COC(=O)c1cnc(NC(=O)C2(C)CCN2C(=O)C(C)C)s1 (stereo unspecified) | -0.6%
CCc1nc2c(OCc3ccccc3)cccn2c1N(C)C(=O)c1ccco1 | -2.4%
COCCCNC(=O)[C@@H](Cc1ccccc1)NC(=O)CC[C@H]1O[C@@H](n2ccc(=O)[nH]c2=O)[C@H](O)[C@@H]1O | -5.4%
C=CCn1nc(C(=O)N2CCOCC2)cc1-c1sc(NC(=O)c2ccccc2)nc1C | -1.7%
O=C(Nc1cccc(F)c1)N1CC[C@@]2(CCCNC2)C1 | -7.3%
O=c1[nH][nH]c2c1[C@H](c1ccc(Cl)cc1)O[C@H](C1CCCC1)C2 | -1.3%
CC(C)CC1C(=O)N(Cc2cn(CCC3OCCO3)nn2)CCS(=O)(=O)N1Cc1ccc(-c2cccc(CO)c2)cc1 (stereo unspecified) | -5.0%
O=S1(=O)CC(N2CCN(CC3CC3)CC2)CN1C1CCCC1 (stereo unspecified) | -0.4%
O=C1NC(=O)C(C2CCOC2=O)N1 (stereo unspecified) | 1.7%
CN(C)CCCOc1ccc(-c2cc3nc(NCc4cccnc4)n(C)c(=O)c3s2)cn1 | 1.1%
